DAGLB inh – blocks human DAGLB lipase activity | hit rate 0.059% among 340,000 | HEK293T DAGLB membrane lysate, EnzChek fluorogenic substrate | Q8NCG7 | inhibition, % at 5.17 µM; in the data active = inhibition above about 34%;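 also: 0% = enzyme with vehicle and 100% = wells lacking enzyme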
SR-BI uptake up – activators of SR-BI mediated HDL lipid uptake. CHO ldlA[mSR-BI] cells, DiI-HDL uptake fluorescence, 3 h; 100 = double the neutral-control signal. activation, % at 12.5 µM. hit rate 0.096% among 320,000. AID 504775;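 active = mean replicate activation of at least 60% and every replicate at or above 60%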;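 also: 0% = median plate neutral-control signal and 100% = twice that signal; values of inactives mirror those of a sister screen read the other way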
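Test system: SR-BI-overexpressing, LDLR-lacking CHO cells. Measured by: DiI fluorescence, bottom read. Medium: Ham's F12 with 0.5% BSA, HEPES 25 mM, pH 7.4. Timing: 3 h uptake period with compound, 37 °C.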
RTF Ca sens act – increases calcium sensitivity of human cardiac regulated thin filaments; IANBD-labeled TnC RTF fluorescence at EC20 calcium; 0% EC20 calcium, 100% full calcium; activation, % at 7.2 µM; hit rate 0.24% among 340,000;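 active = activation above the mean over all tested compounds plus 3 SD, cut at about 30% in these data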;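 also: rise in fluorescence read as greater calcium sensitivity of cardiac thin filaments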
CAL PDZ FP-1 – blocks peptide binding to human CAL PDZ domain | Q9HD26 | purified CAL PDZ, TMR-peptide fluorescence polarization, 1 h | inhibition, % at 20 µM | hit rate 0.02% among 330,000 | AID 504414;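 active = highest replicate inhibition of at least 40%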;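 also: plate controls were DMSO neutral control wells for no effect and unlabeled competitor peptide control wells for full effect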
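Material: tagged CAL PDZ protein CerCALP, purified; buffer or medium: sodium phosphate/NaCl buffer pH 7.4 with TCEP, IgG, Thesit; also added: fluorescent TMR peptide probe; schedule: 1 h incubation at room temperature before polarization reading; technique: fluorescence polarization from S- and P-plane intensities, G-factor corrected; control set: unlabelled peptide and DMSO controls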
Rtt109 HAT inh – blocks Candida albicans Rtt109/Vps75 acetyltransferase activity. Q5AAJ8. purified Rtt109/Vps75, ThioGlo CoA-SH fluorescence, 4 h. inhibition, % at 34.9 µM. hit rate 0.16% among 330,000. AID 540336;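 active = inhibition of at least 50% in every replicate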
LANA DNA inh – blocks KSHV LANA C-terminal domain binding to DNA; hit rate 0.078% among 340,000; inhibition, % at 9 µM; MBP-C-LANA/FAM-LBS DNA binding, fluorescence polarization;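 active = highest replicate inhibition at or above 60% at 9 µM, even if other replicates fall short; inactive = all replicates below 60% inhibition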;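 also: 0% = neutral control wells and 100% = 4 µM acridine orange control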
Cardiac RTF inh – cardiac RTF calcium desensitization | P19429+P45379 | IANBD-labeled cardiac RTF, Ca2+ fluorescence | inhibition, % at 7.15 µM | hit rate 0.12% among 340,000;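 active = inhibition above the mean inhibition of all tested compounds plus 3 SD, cut at about 17% in these data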;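 also: assay run at fixed EC70 calcium of 1.6 mM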
PKA-R2B act – PKA-R2B complex activation. P22694+P31323. PKA-R2B holoenzyme dissociation, Cy5-IP20 fluorescence polarization; R2B truncated from residue 108, S112A mutant; 0% DMSO only, 100% 113 µM cGMP. activation, % at 11.4 µM. hit rate 0.079% among 340,000. AID 504700;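 active = activation above a cutoff set at the mean over all compounds plus 3 SD, cut at about 18% in these data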;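 also: higher means more holoenzyme dissociation and a rise in polarization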
Target sequence (P31323 whole entry, looked up, other chains not shown, the tested form may be a part): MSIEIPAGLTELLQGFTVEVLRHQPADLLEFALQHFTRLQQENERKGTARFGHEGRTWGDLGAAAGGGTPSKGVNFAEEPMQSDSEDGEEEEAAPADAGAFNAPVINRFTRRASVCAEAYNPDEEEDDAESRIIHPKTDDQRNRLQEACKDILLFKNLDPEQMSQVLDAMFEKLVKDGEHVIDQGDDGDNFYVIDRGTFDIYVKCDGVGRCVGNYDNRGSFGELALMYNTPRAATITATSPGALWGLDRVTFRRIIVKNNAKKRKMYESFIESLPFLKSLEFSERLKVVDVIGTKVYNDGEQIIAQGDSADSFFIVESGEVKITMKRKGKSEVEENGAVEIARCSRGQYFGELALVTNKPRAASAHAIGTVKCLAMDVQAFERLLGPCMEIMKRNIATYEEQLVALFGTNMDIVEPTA
Keap1-Nrf2 PPI – Keap1-Nrf2 (human) interaction inhibition | hit rate 0.15% among 340,000 | Keap1 Kelch-Nrf2 peptide fluorescence polarization, 1536-well | AID 504523 | inhibition, % at 9.4 µM | Q14145; in the data active = inhibition above about 12%;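 also: human Keap1 Kelch domain with fluorescein labeled Nrf2 9mer peptide probe; 0% = neutral control wells and 100% = peptide positive control; higher means more block of Keap1 binding to Nrf2 peptide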
Target sequence (Q14145 whole entry, looked up, the tested form may be a part): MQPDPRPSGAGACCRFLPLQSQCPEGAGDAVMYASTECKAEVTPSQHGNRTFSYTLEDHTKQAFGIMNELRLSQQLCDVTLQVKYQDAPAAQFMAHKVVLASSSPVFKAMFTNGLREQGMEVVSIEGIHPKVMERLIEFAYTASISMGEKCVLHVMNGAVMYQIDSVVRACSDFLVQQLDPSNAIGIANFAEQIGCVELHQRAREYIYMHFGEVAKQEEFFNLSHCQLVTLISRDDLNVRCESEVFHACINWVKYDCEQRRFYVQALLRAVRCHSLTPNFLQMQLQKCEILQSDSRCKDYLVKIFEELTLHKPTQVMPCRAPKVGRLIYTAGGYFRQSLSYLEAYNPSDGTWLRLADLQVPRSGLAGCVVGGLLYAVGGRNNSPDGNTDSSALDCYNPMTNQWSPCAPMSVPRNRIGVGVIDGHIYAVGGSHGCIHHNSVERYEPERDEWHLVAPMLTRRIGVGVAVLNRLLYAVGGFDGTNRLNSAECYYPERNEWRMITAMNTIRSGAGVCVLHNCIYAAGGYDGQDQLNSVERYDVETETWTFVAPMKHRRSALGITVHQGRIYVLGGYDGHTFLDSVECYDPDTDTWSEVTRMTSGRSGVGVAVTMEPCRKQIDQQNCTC
CAL PDZ FP-2 – CAL PDZ (human) peptide binding inhibition | Q9HD26 | purified CAL PDZ, TMR-peptide fluorescence polarization, 1 h | inhibition, % at 24.9 µM | hit rate 0.92% among 300,000 | AID 602252;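 active = mean inhibition of at least 30% with at least half of replicates also reaching 30%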;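 also: 0% = DMSO neutral control and 100% = excess unlabeled competitor peptide PRC23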
Numbers without * were called inactive; i = inactive; . = not tested or not shown.

SMILES	DAGLB inh	SR-BI uptake up	RTF Ca sens act	CAL PDZ FP-1	Rtt109 HAT inh	LANA DNA inh	Cardiac RTF inh	PKA-R2B act	Keap1-Nrf2 PPI	CAL PDZ FP-2
CC1CCN(CCCCOc2ccccc2[N+](=O)[O-])CC1	1	12	11	-1.4	.	-0.8	-7	-7	0	2
CC(C)(C)c1ccc(C(=O)NCCC(=O)NNC(=O)COc2ccc(F)cc2)cc1	0	11	-2	0.2	9	1.0	-10	0	-2	33*
CCSc1nnc(NC(NC(C)=O)(C(F)(F)F)C(F)(F)F)s1	-3	6	8	-0.6	-1	-3.2	-2	-4	-1	-4
Cc1ccc(NC(=O)CCN2C(=O)c3ccccc3C2=O)cc1C	-3	-10	-4	-0.3	5	0.5	3	0	-5	-3
O=C(N/N=C/C1=Cc2ccccc2OC1)c1ccncc1	.	-17	.	-1.0	7	-0.8	.	.	-1	.
Cc1nc(-c2ccccc2O)n(S(=O)(=O)N(C)C)n1	-2	-7	-1	0.2	7	0.2	-10	9	-3	-6
CCOC(=O)c1cnc(SCC(=O)N2CCN(c3ccccc3)CC2)nc1N	-1	14	-2	-1.7	2	-0.1	1	1	-5	-2
CC1CC(=O)Nc2ccccc2N1S(=O)(=O)c1ccccc1 (centres undefined)	-3	32	9	-2.2	-1	3.2	-6	-5	1	-2
O=C(CCC(=O)Nc1ccccc1)NNC(=O)C(c1ccccc1)c1ccccc1	-3	-14	1	-0.4	-3	-0.4	-3	-17	1	-2
Cc1ccc(-c2nc(C=Nc3ccccc3)c(O)o2)cc1	-8	4	3	0.7	.	-1.8	4	1	-9	-5
COc1cccc(Oc2nccc(N(C)C)c2C#N)c1	.	31	.	-0.8	-7	1.0	.	.	-4	4
Cc1ccc(NC(=O)C(=O)NCC2CCCO2)cc1C (centres undefined)	-2	.	-2	-1.2	-1	-1.8	-11	-3	-4	0
CCN(CC)CCNC(=O)c1nn(-c2ccc(C)cc2)c(=O)c2c1c1ccccc1n2C	2	4	5	-3.8	1	-1.7	11	-13	-3	-1
Cc1ccccc1CN1C(=O)CSc2ccc(C(=O)N3CCOCC3)cc21	1	15	2	-1.1	14	1.3	-1	-11	-4	-3
COc1ccc(Cl)cc1NC(=O)CCN1C(=O)NC(C)(C)C1=O	1	-21	1	0.1	-2	-0.5	-7	2	-3	-5
CC(Oc1ccc2ccccc2c1)C(=O)N/N=C/c1cccnc1 (centres undefined)	0	.	-2	-1.8	-5	1.5	5	3	-2	1
COc1ccc2cc(-c3[nH]ncc3CNCCn3nc(C)cc3C)ccc2c1	-1	-5	5	-0.6	-13	-0.5	-15	10	3	.
CCC(CC)Nc1ccc(C(CC(N)=O)NC(=O)c2ccccc2)cc1[N+](=O)[O-] (centres undefined)	15	.	-6	0.3	-2	1.8	3	-1	-2	0
COc1ccc(Cc2nnc(SCC(=O)c3ccccc3)o2)cc1	-3	2	1	.	12	0.6	-5	-7	-6	-1
CC(C)OC(=O)C1C(=O)CC(C)(O)C(C(=O)OC(C)C)C1c1ccc(F)cc1 (centres undefined)	0	15	3	-0.9	-3	-0.3	8	-2	-3	-5
COc1ccc(NC2=NCC(=O)N2c2ccccc2)c(OC)c1	2	2	3	-2.1	0	-1.0	-3	-3	0	2
Cc1ccc(C(=O)Cn2c(C(=O)OCCO)cc3ccccc32)cc1	-2	6	1	-1.2	0	2.3	-2	-12	0	5
O=C(O)c1ccccc1COc1ccccc1Cl	4	25	6	-1.4	-1	-0.4	-6	3	-5	-2
C=CCc1cc(C=O)cc(OC)c1OCc1ccc(C(=O)O)cc1	2	0	1	-1.5	2	-2.5	-5	0	0	-6
Cc1ccc(N(C(=O)c2snc(C(N)=O)c2N)C(C(=O)NC2CCCC2)c2ccco2)cc1 (centres undefined)	-1	.	2	-0.5	10	-0.5	2	3	-1	1
CCCN1CCN(c2ccc([N+](=O)[O-])cc2C#N)CC1	0	-1	2	-1.2	0	0.0	0	4	2	3
O=C1CCCN1CC(O)CS(=O)(=O)Cc1ccc(Cl)c(Cl)c1 (centres undefined)	2	.	-4	0.1	14	2.6	-2	-5	2	-3
CC1CCCN(C(=O)CN2C(=O)NC(C)(c3ccc4ccccc4c3)C2=O)C1 (centres undefined)	0	-18	-5	-1.3	-6	-1.1	4	-3	0	-3
Cc1cc(C(=O)Nc2ccccc2)oc(=O)c1	1	11	2	0.5	-11	-0.4	-2	2	-3	-1
Cc1onc(-c2ccccc2Cl)c1C(=O)NCCN1CCOCC1	0	25	-4	-1.8	-12	0.3	-2	11	-3	-3
Cc1cc2cccc(C)c2nc1SCC(=O)NC1CCCCC1	0	.	-7	-0.3	-4	-0.3	-5	-1	-3	.
COc1ccc(C(NC(=O)c2cccnc2)c2cc(Cl)c3cccnc3c2O)cc1OC (centres undefined)	10	-35	-2	-0.1	0	0.3	-10	-8	-7	6
COc1ccc(CCNC(=O)c2ccc(Br)cc2)cc1	-4	19	2	.	-6	-0.7	0	-3	-4	42*
Cc1ccc(Oc2c(C)nc(-c3ccccc3)[nH]c2=O)cc1	3	10	1	-1.3	-7	1.0	-4	-5	0	-1
Cc1nc(C)c(C(=O)N2CCCC(C(=O)c3ccc(Cl)cc3C)C2)s1 (centres undefined)	1	-6	4	-2.3	5	-2.5	0	-3	1	0
Cc1ccc(C(=O)COC(=O)c2cc(Cl)ccc2O)cc1[N+](=O)[O-]	-1	8	4	-0.8	3	0.7	-2	-6	1	5
CC(=O)Nc1c(C)ccc2nsnc12	0	18	-1	-0.9	0	0.3	-2	1	-7	-8
CCc1nnc(NC(=O)c2ccc(S(=O)(=O)N(CC)Cc3ccccc3)cc2)o1	3	12	-4	-1.6	3	-0.8	0	-11	-1	0
COc1ccc(S(=O)(=O)NCCSCc2ccco2)cc1OC	-1	-6	2	-0.4	-6	0.3	-9	6	-8	-3
COc1cc(NC(=O)Nc2ccc3c(c2)OCO3)cc(OC)c1OC	-1	-10	-4	-2.6	4	-0.6	1	4	1	-1

Entries of single compounds, looked up by structure:
Cc1ccc(Oc2c(C)nc(-c3ccccc3)[nH]c2=O)cc1 in the list: DAGLB inh = 3; SR-BI uptake up = 10; RTF Ca sens act = 1; CAL PDZ FP-1 = -1.3; Rtt109 HAT inh = -7; LANA DNA inh = 1.0; Cardiac RTF inh = -4; PKA-R2B act = -5; Keap1-Nrf2 PPI = 0; CAL PDZ FP-2 = -1
COc1ccc(NC2=NCC(=O)N2c2ccccc2)c(OC)c1 in the list: DAGLB inh = 2; SR-BI uptake up = 2; RTF Ca sens act = 3; CAL PDZ FP-1 = -2.1; Rtt109 HAT inh = 0; LANA DNA inh = -1.0; Cardiac RTF inh = -3; PKA-R2B act = -3; Keap1-Nrf2 PPI = 0; CAL PDZ FP-2 = 2

More entries:
SMILES	DAGLB inh	SR-BI uptake up	RTF Ca sens act	CAL PDZ FP-1	Rtt109 HAT inh	LANA DNA inh	Cardiac RTF inh	PKA-R2B act	Keap1-Nrf2 PPI	CAL PDZ FP-2
O=C(Nc1ccc(N2CCN(C(=O)c3ccco3)CC2)cc1)c1ccccc1	2	-44	5	-3.5	9	0.9	-6	-3	3	15
Cc1cc(C(=O)Cn2cc([N+](=O)[O-])ccc2=O)c(C)n1CC1CCCO1 (centres undefined)	-1	16	1	-3.3	-14	0.2	-7	2	-10	-5
Cc1cc(C)c(NC(=O)COc2ccc(-n3cnnn3)cc2)c(C)c1	2	-19	-2	-1.8	2	-1.2	-1	-3	-2	2
Cc1ccc(C(=O)Oc2ccc(-c3nccc(-c4ccccn4)n3)cc2)cc1	1	28	-3	0.8	3	-0.5	-9	0	0	-45
CS(=O)(=O)c1cccc(-c2nnc(NC(=O)c3ccc(S(=O)(=O)N4CCCC4)cc3)o2)c1	2	-2	-5	-0.7	-5	1.0	-9	-1	-2	-2
CCCCc1ccc(NC(=O)CSc2nnc(C)c(=O)n2N)cc1	-1	9	4	-0.8	2	0.8	-2	5	-5	-4
COc1ccc(C(=O)Nc2c(N)nc(SCC(=O)Nc3ccc(NC(C)=O)cc3)[nH]c2=O)cc1OC	-1	0	-7	-2.5	-4	-0.2	4	-5	2	2
C=CCCC(=O)Nc1nc(C)c(-c2csc(Nc3ccccc3OC)n2)s1	4	-71	-2	-0.7	-7	-0.4	1	-8	0	-4
O=C(NCc1nc2ccccc2[nH]1)C1=C[C@H](c2ccc3c(c2)OCO3)C[C@H](OCc2ccc(CO)cc2)O1	0	44	-1	-0.1	4	6.0	1	-1	-3	7
Cc1cccc(NC(=O)Cc2nnc(NC(=O)Nc3ccccc3F)s2)c1	-1	31	-4	-0.5	-4	-0.6	-7	-13	0	8
CN1CCN(NC(=O)c2ccc(Cl)s2)CC1	2	3	3	-1.2	1	-0.6	10	1	-2	-6
N#Cc1c(N)nc2c3c(sc(=N)c2c1N)NC(=O)CC3c1ccccc1 (centres undefined)	5	-27	0	-0.4	-40	1.8	3	5	2	1
CCCCOc1ccccc1N1CCN(CCCN2C(=O)C3CCCN3C2=O)CC1 (centres undefined)	-1	3	-1	.	4	0.8	-5	-3	-4	32*
O=[N+]([O-])c1ccc(N2CCOCC2)cc1	1	-10	0	0.0	4	-1.4	-2	-1	-3	.
O=C1CCC(C(=O)N2CCCC2)CN1Cc1cccc(C(F)(F)F)c1 (centres undefined)	-2	-27	-5	-2.2	1	0.4	-4	4	0	-4
CC1CC(C)CN(C(=O)c2cn(C)c3ccc(S(=O)(=O)N(C)C)cc3c2=O)C1 (centres undefined)	2	0	8	0.0	-3	0.7	-15	-2	-6	.
Cc1cc2oc(=O)cc(CN(C)Cc3ccccc3Cl)c2cc1C	-6	.	3	-1.2	20	-1.0	0	7	1	.
C=CCNC(=O)c1c(N)n(-c2cccc(S(N)(=O)=O)c2)c2nc3ccccc3nc12	-3	-26	0	-0.4	i	2.6	-6	-7	-5	-3
COC(=O)C(C(=O)Nc1cccc(Cl)c1C)C1CCCC1 (centres undefined)	2	13	1	-1.3	0	-1.0	-6	-8	-5	0
Cc1ccc(S(=O)(=O)N(C)c2nonc2C)cc1	-2	5	2	-0.6	4	-0.1	0	9	-1	.
CCN(CC)C(=O)CN(c1cc(Cl)ccc1OC)S(=O)(=O)c1ccc(C)c([N+](=O)[O-])c1	-3	7	3	0.0	-3	-1.9	4	3	-7	18
C=C(C)CNC(=S)NNC(=O)CCn1c2cc(Cl)ccc2c2ccc(Cl)cc21	3	.	4	-1.2	-7	-0.1	-2	-1	-3	-10
O=C(O)c1ccc(S(=O)(=O)NC2CCCCCC2)cc1	3	.	5	-1.1	-6	1.4	-6	2	-8	-4
CCCC(C)c1oc(=O)cc(O)c1C (centres undefined)	7	19	-1	-1.4	-2	-2.1	-8	8	2	-3
CN(CC(=O)Nc1ccc(Cl)cc1)C(=O)C1CCCC1	0	-7	5	-2.5	18	0.6	-17	-10	-1	-1

Screening data from PubChem.

Not a hit list; 1.6% or so of the library scored in one or more.
